# Assay outcomes as filed in PubChem BioAssay.
# DENV2 CPE rescue = inhibitors of DENV2 cytopathic effect | DENV2-infected cells, cytopathic effect rescue, plate reader | CPE inhibition, % at 9.99 µM | 350,000 compounds, 1.7% hits; in the data active = CPE inhibition above about 20%, passing the limit was not always enough; inconclusive = no clear call, values can overlap the other calls; tested in BHK-21 cells;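 note: 0% = median of neutral control wells and 100% = median of positive control wells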
# EWS-Fli block = blocks EWS/Fli oncoprotein-driven transcription. A673 NR0B1-luciferase reporter, viability-normalised. inhibition, % at 12.6 µM. 350,000 compounds, 0.67% hits;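 active = mean inhibition of at least 50% after viability correction, with every replicate also passing that limit; inconclusive = mean reaches 50% but only one of two replicates passes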;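 note: firefly luciferase signal divided by Alamar Blue viability fluorescence both relative to DMSO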
# CFTR F508del cor = CFTR F508del correction in bronchial cells; AID 720511; CFBE cells, YFP halide quenching; stimulated with forskolin plus potentiator P3; % fluorescence drop versus neutral controls; activity (quench increase), % at 7.58 µM; 350,000 compounds, 0.36% hits;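 active = mean added fluorescence quench of at least 8% versus neutral control, with both replicates also reaching 8%; inconclusive = only one of the mean or replicate conditions met; inactive = mean below 8% and not both replicates reaching 8%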;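 note: cells transiently co-express mutant CFTR-F508del with the halide-sensitive YFP; corrector assay measuring rescue of mutant channel to the surface after 24 h compound exposure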
# FN deposit inh = fibronectin deposition inhibition; 350,000 compounds, 0.086% hits; AH1F fibroblasts, Alexa488-fibronectin deposition fluorescence, overnight; inhibition, % at 12.6 µM;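 active = mean inhibition across replicates of 30% or more, regardless of how many single replicates reach that level; inconclusive = mean under 30% yet at least half of replicates reach 30%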;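 note: positive control wells lacked labelled fibronectin entirely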
#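 material = AH1F fibroblast monolayer depositing Alexa488-labelled fibronectin into matrix | amount = 10000 AH1F cells/well | buffer or medium = DMEM plus 2% serum, read in PBS | incubation = 1 h cell adhesion before compound, then overnight fibronectin incubation | detection = fluorescence at 485 nm excitation, 525 nm emission | evaluation = percent inhibition as loss of matrix-bound fibronectin fluorescence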
# PAX8 inh HTS = inhibitors of PAX8 transcriptional activity in RMG-I cells. inhibition, % at 12.6 µM. 360,000 compounds, 1.2% hits. RMG-I TPO-luciferase reporter, SteadyGlo, 24 h;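 active = mean replicate inhibition at least 60% with every replicate also reaching 60%; inconclusive = only one of the two criteria is met; inactive = mean below 60% and not all replicates reaching 60%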;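 note: luciferase light reporting Pax8 driven TPO promoter activity; plate controls were median of neutral control wells for no effect and mitoxantrone controls for full effect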
# INS-1E GSIS act = primary screen for activators of insulin secretion dependent on glucose, INS-1E cells, GLuc reporter luminescence; INS-1E GLuc reporter insulin secretion, 2-3 h; activation, % at 16.6 µM; 370,000 compounds, 0.61% hits;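 active = lowest replicate activation of at least 40%, so every replicate reaches that level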;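 note: 0% = median of neutral control wells and 100% = median of IBMX positive control wells; some compounds called inactive have numbers as strong as hits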
# miR122 inh = inhibitors of miR-122 in Huh7 cells; Huh7 miR-122 Renilla luciferase sensor, 48 h; neutral wells = 0, positive control = 100; activation (reporter increase), % at 12.5 µM; 340,000 compounds, 0.3% hits;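 active = mean replicate activation score at least 90 and every replicate individually at or above 90; inconclusive = only one of the two criteria met; inactive = neither criterion met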;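 note: higher luciferase means less miR-122 activity so hits act as miR-122 inhibitors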
# Numbers without * were called inactive; ? = inconclusive; · = not tested or not shown; [ ] = remark or other dose.
Molecule	DENV2 CPE rescue	EWS-Fli block	CFTR F508del cor	FN deposit inh	PAX8 inh HTS	INS-1E GSIS act	miR122 inh
CC(=O)Nc1ccc(S(=O)(=O)Nc2cccc(S(=O)(=O)N(C)c3ccccc3)c2)cc1	-12	-1	-0.8	1	17	-22	41
C[C@H](CO)N1C[C@H](C)[C@@H](CN(C)Cc2cccc3c2OCCCO3)OCc2cn(nn2)CCCC1=O	·	1	-0.6	13	9	8	3[16.7 µM]
CCCS(=O)(=O)N1CCC(C(=O)NCc2ccc(F)cc2)CC1	·	·	·	2	-5	20	·
COc1cccc(/C=N/NC(=O)CC2C(=O)NN=C2C)c1OC (stereo not drawn)	·	·	·	5	15	·	-3
Cc1nc(Nc2nc(CSc3ccc(Cl)cc3)cc(=O)[nH]2)nc2ccccc12	·	·	·	1	-7	-5	·
COCCN(C(=O)CCl)C(C(=O)NC1CCCCC1)c1ccccc1C (stereo not drawn)	2	·	·	-3	30	24	-6
O=C1NC(=O)/C(=C/c2cccc3ccccc23)S1	-3	-15	-1.8	-2	7	-21	4
CN(C)c1ccc(C(=O)NC2CCCc3ccccc32)cc1 (stereo not drawn)	11	-10	-0.7	6	-16	-1	37
COc1ccc(-n2nc(C(=O)NCc3cc(OC)ccc3OC)c3c4ccccc4n(C)c3c2=O)cc1	5	4	·	3	17	8	9
CN(C)C(=O)C[C@H]1CC[C@H]2[C@@H](COC[C@H](O)CN2CC2CCOCC2)O1	-15	-1	-1.0	-6	-8	0	-7[16.7 µM]
CCN(CC(=O)Nc1ccc(Br)cc1)CC(=O)Nc1cc(C)on1	3	4	-8.3	·	17	-18	3
COc1ccc(-c2ccc([C@H]3[C@@H](CO)N4CCCCN(C(=O)c5ccc6c(c5)OCO6)C[C@H]34)cc2)cc1	-21	25	-4.6	3	5	-40	-15[16.7 µM]
COc1cccc(NC(=O)N2C[C@H](O)COC[C@@H]3O[C@@H](CC(=O)NC4Cc5ccccc5C4)CC[C@H]32)c1	1	-11	-1.3	-7	6	-5	-9[16.7 µM]
CCCC[n+]1ccn(C2=C([O-])c3ccccc3C(=O)/C2=N\S(=O)(=O)c2ccc(Cl)cc2)c1	10	6	-1.6	0	17	-6	·
COc1ccc(NC(=O)Nc2ccc3c(c2)CC(=O)N([C@@H](C)CO)C[C@@H](C)[C@@H](CN(C)S(=O)(=O)c2ccc(C)cc2)O3)cc1	-10	-3	-0.1	·	-15	-5	·
CCCNC(=O)N(C)C[C@H]1Oc2cc(C#Cc3cccc(F)c3)ccc2S(=O)(=O)N([C@@H](C)CO)C[C@H]1C	-5	13	1.7	-16	·	-23	-8[16.7 µM]
CCc1noc(C)c1C(=O)Nc1nc2ccc(OC)cc2s1	-3	-41	4.5	-2	·	4	·
CC(C)CNC(=S)NC1CC2CCCC(C1)N2Cc1ccco1 (stereo not drawn)	-10	·	·	·	·	0	8
COc1ccccc1N(Cc1cc2ccc(C)cc2[nH]c1=O)C(C)=O	0	0	1.0	2	-2	7	-13
CCN(CCn1cccn1)Cc1cn[nH]c1-c1ccc(-c2ccccc2)cc1	·	-31	0.0	-10	-38	0	·
Cc1ccc(-c2ccc(=O)n(Cc3ccc(F)cc3Cl)n2)cc1	7	12	-1.4	-2	6	12	-5
CCOC(=O)C1=NOC2C(=O)N(c3ccc(Cl)cc3Cl)C(=O)C12 (stereo not drawn)	-6	-5	-2.1	·	-5	-3	-2
O=C(O)/C=C/C(=O)Nc1ccc(Cc2ccc(NC(=O)/C=C/C(=O)O)cc2)cc1	1	-5	-1.4	-42	6	8	·
C[C@H]1[C@H](c2ccccc2)Oc2cc(Br)ccc2S(=O)(=O)N1Cc1ccc(Cl)cc1	-8	-13	-2.7	0	12	-11	·
O=S(=O)(c1ccc(S(=O)(=O)n2cnc3ccccc32)cc1)N1CCCCCC1	·	·	·	-2	2	·	-1
CN(C)CC#Cc1ccc([C@H]2[C@H](CO)N3CCCCN(C(=O)Nc4cc(F)ccc4F)C[C@@H]23)cc1	32*	-1	4.5	·	11	11	1[16.7 µM]
COc1ccccc1N(CC(=O)N/N=C(\C)c1cccc(Br)c1)S(C)(=O)=O	·	·	·	4	13	6	·
COCCCn1c(=O)/c(=C\c2ccccc2OC(C)C)s/c1=C(/C#N)C(=O)Nc1ccc(C(=O)O)cc1	13	8	0.4	-9	-20	4	2
O=C(O)C1CCCCC1C(=O)Nc1ccc(OCc2ccccc2)cc1 (stereo not drawn)	?	-28	0.1	3	-68	-1	-3
Cc1cccc(N(CC(=O)NC(C)(C)C)C(=O)CS(=O)CC(=O)Nc2ccc3c(c2)OCO3)c1 (stereo not drawn)	8	-3	-1.2	5	15	4	·
Cc1ccccc1S(=O)(=O)N1C[C@H](O)COC[C@@H]2O[C@H](CC(=O)N3CCCCC3)CC[C@H]21	1	1	-0.8	0	2	11	2[16.7 µM]
Cc1ccnc(NC(=O)C(Cc2ccccc2)NC(=O)c2ccccc2)c1 (stereo not drawn)	38*	-2	-3.0	3	-5	·	8
CCCCc1ncc(CN2CCC(CC3CCCCO3)(C(=O)OCC)CC2)[nH]1 (stereo not drawn)	0	2	-1.4	·	-17	-3	0
CCn1ccnc1CNCc1ccc(OCC(O)CN(C)Cc2ccccc2)cc1 (stereo not drawn)	-2	6	1.2	1	10	27	-7
COc1ccccc1N1CCN(CCCN2C(=O)C3CCCN3C2=O)CC1 (stereo not drawn)	3	-8	-2.5	0	-4	7	-5
CC(Oc1ccc(Cl)cc1Cl)C(=O)Nc1ccc(O)cc1 (stereo not drawn)	3	23	-2.8	7	-6	-3	-4
COc1ccccc1NC(=O)N[C@H]1C=C[C@@H](CC(=O)N[C@H](C)c2ccccc2)O[C@H]1CO	-2	9	-1.3	-1	9	-6	·
CCN(CC)C(=O)c1cc(C(C)(C)C)c(O)c(C(C)(C)C)c1	·	·	·	-4	-12	-15	·
O=C1CC(C(=O)O)(c2ccccc2)c2cccc(F)c21 (stereo not drawn)	-7	-9	0.4	-7	4	10	·
C[C@@H]1CN([C@H](C)CO)C(=O)c2cc(NC(=O)Nc3ccc4c(c3)OCO4)ccc2O[C@H]1CN(C)C(=O)NC1CCCCC1	-1	-28	2.0	·	·	11	-3[16.7 µM]
NC(=O)c1ccc(NC(=O)COC(=O)c2c3c(nc4ccccc24)/C(=C\c2ccc4c(c2)OCO4)CCC3)cc1	·	-3	4.0	·	-15	-1	·
CCOc1ccccc1NC(=O)NCc1ccccc1F	·	-2	0.5	-2	-7	0	·
CO[C@@H]1CN(C)C(=O)c2ccc(NC(=O)c3cc(C)on3)cc2OC[C@H](C)NC[C@@H]1C	14	-1	0.5	-6	·	8	8[16.7 µM]
C=Cn1c(C(=O)O)ccc1-c1ccc(CC)cc1	-4	-5	-0.7	-12	-7	-3	-1
Cc1ccc(-c2ocnc2C(=O)N2CCOCC2)cc1	4	-4	·	-5	6	3	-14
COc1cccc(-n2c(N)cc(=O)nc2SCC(=O)N2CCN(c3ccccc3)CC2)c1	10	0	-0.8	-10	15	-4	4
NC1=NC(=O)C(CC(=O)Nc2ccc3c(c2)OCO3)S1 (stereo not drawn)	2	-7	-1.4	4	18	9	·
CCOCCCNC(=O)Cn1nc(-c2ccccc2)ccc1=O	6	-3	-2.0	-6	0	-3	1
C[C@H]1CC[C@]2(O[C@H](CCO)C[C@@H](O)[C@@H]2O)O1	-12	-4	2.8	3	0	2	0
C[C@H]1CN([C@@H](C)CO)C(=O)Cc2cc(NS(=O)(=O)c3ccc(F)cc3)ccc2O[C@@H]1CN(C)CC1CC1	-3	1	-1.0	-2	5	6	-5[16.7 µM]

# The results go on:
Molecule	DENV2 CPE rescue	EWS-Fli block	CFTR F508del cor	FN deposit inh	PAX8 inh HTS	INS-1E GSIS act	miR122 inh
C[C@H]1CN([C@@H](C)CO)C(=O)c2cc(-c3ccc(C#N)cc3)cnc2O[C@@H]1CN(C)C(=O)Nc1ccccc1	15	7	0.3	·	·	-10	-6[16.7 µM]
CCC1=C(OC(=O)N(CC)CC)N2C(=O)OC(=NCCc3c[nH]c4ccccc34)[C@]2(C)[C@H]2C1=CC[C@H]1C(=O)N(CC)C(=O)[C@H]12	-8	6	-1.8	0	-5	-10	-5
Cc1c(C2(O)CCCCC2)[nH]c2ccc(C#N)cc12	·	11	-2.0	7	13	-9	-1
CNC[C@H]1Oc2cc(-c3ccccc3F)ccc2S(=O)(=O)N([C@H](C)CO)C[C@@H]1C	0	-5	0.1	5	-7	-2	2[16.7 µM]
C[C@H]1CN([C@@H](C)CO)C(=O)c2cccc(N(C)C)c2O[C@@H]1CN(C)Cc1ccncc1	-9	-12	-0.2	-2	13	5	9[16.7 µM]
Cc1noc(C)c1NC(=O)Nc1ccc2c(c1)C(=O)N(C)[C@H]1CC[C@H](CC(=O)NCc3ccc(Cl)cc3)O[C@@H]1CO2	6	-1	·	-26	1	0	·
CCn1cc(/C=C/C(=O)Nc2ccn(Cc3c(F)c(F)cc(F)c3F)n2)cn1	-3	-1	·	1	-3	·	·
Cc1nnc(C)n1N1C(=O)c2cccc3cccc(c23)C1=O	-1	1	2.4	·	·	0	-10
CCOc1ccc(NC(=O)CN(C)C(=O)CCCOc2ccc(Cl)c(C)c2)cc1OCC	-7	4	4.5	3	21	-15	-1
Oc1c(C(c2ccccc2)N2CCOCC2)ccc2ccccc12 (stereo not drawn)	-8	0	-4.3	5	87*	-2	-5
CCN(C(=O)COC(=O)CNC(=O)c1ccc(F)cc1)C1CCS(=O)(=O)C1 (stereo not drawn)	-4	4	-2.8	·	6	0	·
COCCN1C(=O)c2cc(C(=O)Nc3ccc(C)c(F)c3)ccc2C1Nc1ccc(C)c(F)c1 (stereo not drawn)	7	-17	-1.8	12	-24	-25	2
CC(CN1CCCCC1)OC(=O)COc1ccc(Cl)cc1 (stereo not drawn)	12	9	1.8	0	19	-5	-12
O=C(N[C@@H]1CC[C@@H](CCn2cc(Cc3ccccc3)nn2)O[C@@H]1CO)c1ccccn1	-4	-9	-4.2	3	1	-16	·
Cc1cc(C)nc(/N=C2\NC(=O)CC(C(=O)O)N2c2ccc(C)c(C)c2)n1 (stereo not drawn)	-4	-6	-2.3	-3	6	-5	-6
COc1ccc(S(=O)(=O)N(CCC(N)=O)Cc2ccco2)cc1OC	2	11	-1.5	-4	23	·	·
Fc1ccccc1Cc1noc(CN(Cc2ccccn2)CC2CCCO2)n1 (stereo not drawn)	-6	10	-0.5	7	4	·	·
C[C@@H]1CN([C@@H](C)CO)C(=O)c2cc(C#CC3CC3)cnc2O[C@@H]1CN(C)Cc1ccccc1C(=O)O	-3	-1	-0.4	·	·	-1	8[16.7 µM]
COCCn1c(-c2ccccc2)nc2oc3cc(OC)ccc3c(=O)c2c1=O	·	·	·	-1	·	10	-2
O=C(C[C@@H]1CC[C@@H]2[C@H](COC[C@H](O)CN2C(=O)Nc2ccc(F)cc2)O1)NCCc1ccncc1	-8	1	-1.2	6	-4	21	·
O=C1Cc2ccccc2Sc2ccc(O)cc21	·	19	-2.6	-5	40	-16	·
CCCN(C(=O)CCNC(=O)Cn1cnc2ccccc2c1=O)c1cccc(C)c1	-6	1	3.6	-16	2	1	-2
CNC(=S)N1CCC(NC(=O)C(Cc2ccc(OC)cc2)NC(C)=O)CC1 (stereo not drawn)	-2	9	-0.3	4	-12	·	-1
